# High-throughput results deposited in PubChem BioAssay by National Center for Advancing Translational Sciences (NCATS).
# FUS yeast rescue = rescues growth of FUS-expressing yeast. S. cerevisiae FUS-expressing, growth rescue, OD600, 24 h. AID 1347120. 390,000 tested, 0.24% active. Potency, µM (doses to about 76.6 µM), for inactives: at the highest dose growth rescue (activation), usual class: activators;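 further: plate controls were DMSO vehicle for no effect and reference control for full effect; nearly all actives have a fitted effect of over 55% in size; some results filed as inactive show a strong effect at the top dose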
#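 S. cerevisiae expressing FUS from galactose induction served as the toxicity model. Growth after 24hr at 30C, read as absorbance at 600 nm, indicates suppression of toxicity; compounds dosed at several concentrations.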
# TDP-43 yeast inh = rescues yeast growth from TDP-43 toxicity; TDP-43 expressing yeast growth rescue, BacTiter-Glo, 24 h; Potency, µM (top dose mostly 46.1 µM), inactives show at the top dose growth rescue (activation), hits mostly activators; 410,000 tested, 1.8% active; AID 652104; further: % of control where 0% means no effect; nearly all actives have a fitted effect of over 50% in size
#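 Luminescence from BacTiter-Glo reports growth of TDP-43-expressing yeast after 24 hr at 30 deg C with compound. Cells were raffinose-pregrown to mid-log, then seeded in galactose medium at OD600=0.02.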
# PTHR1 ag = agonists of human PTHR1 parathyroid hormone receptor; Q03431; HEK293 GP2 PTHR1 cells, GloSensor cAMP luminescence, 1 h; Potency, µM (series often up to 115 µM), for the others: at the highest dose activation, actives largely listed as activators; 410,000 tested, 0.075% active; further: nearly all actives have a fitted effect of over 55% in size; some results filed as inactive show a strong effect at the top dose; inactives centre near -15; many of its hits are not listed in these tables
#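 HEK-293-derived GP2 cells expressing PTHR1 and a GloSensor cAMP reporter, 3,000/well, plated overnight, given luciferin plus IBMX (each 0.5 mM as added) for 1 h at 37 °C, then compound for 1 h at 37 °C. Luminescence was read after 15 min at room temperature.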
# EPAC1 antag = blocks human EPAC1 exchange factor; Potency, µM (doses to about 115 µM), inactives show at the highest dose activity change, negative = inhibition, hits mostly inhibitors; 360,000 tested, 0.14% active; AID 720709; O95398; EPAC1 GEF assay, Rap1b-BODIPY-GDP exchange fluorescence;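 further: plate controls were vehicle for no effect and positive control for full effect; nearly all actives have a fitted effect of over 50% in size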
# Target sequence (O95398 whole entry, looked up): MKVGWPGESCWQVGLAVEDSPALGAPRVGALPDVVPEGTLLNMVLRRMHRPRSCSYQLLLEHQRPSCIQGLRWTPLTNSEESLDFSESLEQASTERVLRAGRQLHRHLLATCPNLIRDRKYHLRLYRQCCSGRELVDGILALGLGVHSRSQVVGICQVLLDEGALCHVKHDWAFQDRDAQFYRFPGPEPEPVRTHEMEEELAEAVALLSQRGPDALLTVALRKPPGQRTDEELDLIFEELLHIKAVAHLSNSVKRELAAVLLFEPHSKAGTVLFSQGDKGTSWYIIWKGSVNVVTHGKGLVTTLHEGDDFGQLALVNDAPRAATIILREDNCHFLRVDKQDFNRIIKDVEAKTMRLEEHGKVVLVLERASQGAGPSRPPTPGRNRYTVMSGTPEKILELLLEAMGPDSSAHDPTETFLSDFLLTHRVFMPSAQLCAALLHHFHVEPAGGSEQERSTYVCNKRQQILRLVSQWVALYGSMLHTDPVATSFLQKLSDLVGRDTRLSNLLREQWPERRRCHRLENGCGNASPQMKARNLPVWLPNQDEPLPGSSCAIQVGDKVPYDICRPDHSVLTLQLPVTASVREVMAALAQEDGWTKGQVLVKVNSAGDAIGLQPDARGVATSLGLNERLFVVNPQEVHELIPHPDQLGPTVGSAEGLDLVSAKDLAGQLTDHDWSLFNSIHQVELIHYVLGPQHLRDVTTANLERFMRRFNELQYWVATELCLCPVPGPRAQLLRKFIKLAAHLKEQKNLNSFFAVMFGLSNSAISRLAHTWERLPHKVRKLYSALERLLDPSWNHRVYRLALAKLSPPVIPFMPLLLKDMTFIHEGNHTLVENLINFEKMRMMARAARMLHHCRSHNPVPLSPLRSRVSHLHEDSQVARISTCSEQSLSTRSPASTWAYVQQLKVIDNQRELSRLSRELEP
# EPAC1 agonist = EPAC1 (human) agonism. 360,000 tested, 0.073% active. O95398. EPAC1 agonist qHTS, biochemical assay; response scale: 100% = response to 6.5 mM cAMP. Potency, µM (series often up to 154 µM), for inactives: top-dose activation, hits mostly activators; further: nearly all actives have a fitted effect of over 60% in size
#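 Normalized to 6.5 mM cAMP, activity reflects EPAC1-catalysed release of BODIPY-GDP from Rap1B, followed kinetically over 30 min at 480 nm excitation, 540 nm emission. Reaction contained 100 nM EPAC1, 250 nM Rap1B-BODIPY-GDP, 50 uM GDP.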
# EPAC2 agonist = activates human EPAC2 exchange factor | Q8WZA2 | EPAC2 activation, biochemical qHTS; response scale: 100% = 6.5 mM cAMP response | Potency, µM (series often up to 154 µM), for inactives: at the top dose activation, usual class: activators | 360,000 tested, 0.079% active | AID 720711; further: nearly all actives have a fitted effect of over 50% in size
#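 Each well held 100 nM EPAC2, 250 nM RAP1B-BODIPY-GDP and 50 uM GDP. Fluorescence, read at 5-min intervals to 30 min, was referenced to a 6.5 mM cAMP positive control.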
# EPAC2 antagonist = antagonists of human EPAC2; 360,000 tested, 0.18% active; EPAC2 GEF exchange of Rap1B-BODIPY-GDP, fluorescence; Potency, µM (doses to about 114 µM), for the others: top-dose activity, negative = inhibition, usual class: inhibitors; AID 720708; further: on the % scale 0 is the no-effect control and ±100 the full control effect; nearly all actives have a fitted effect of over 45% in size; many of its hits are not listed in these tables
# aSyn yeast inh = alpha-synuclein toxicity inhibition in yeast. Yeast expressing alpha-synuclein, growth rescue, BacTiter-Glo, 24 h. Potency, µM (top dose mostly 46.1 µM), inactives show at the top dose growth rescue (activation), hits mostly activators. 370,000 tested, 0.14% active. AID 652106; further: % of control where 0% means no effect; nearly all actives have a fitted effect of over 65% in size
#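 Screening used galactose-induced yeast with toxic alpha-synuclein levels, exposed to compound for 24 hr at 30 deg C. Cell growth, read with BacTiter-Glo luminescence, gave the measured signal.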
# * = called active by the depositor; i = inactive; ? = inconclusive; · = not tested or not shown; [ ] = dose if it differs, or a comment. The call rests on the fitted dose curve; in most records, active means well fitted curve in the direction sought with a large enough effect; inconclusive means small, poorly fitted or top-dose-only effect, or another doubt; inactive means no such curve, though single readings can be large; an effect the other way counts as inactive or inconclusive. Potency means the concentration at half of the fitted maximal effect. Not all compounds are listed; count on the stated rates, not on these rows.
item	smiles	FUS yeast rescue	TDP-43 yeast inh	PTHR1 ag	EPAC1 antag	EPAC1 agonist	EPAC2 agonist	EPAC2 antagonist	aSyn yeast inh
1	Cn1c(-c2ccccc2)cnc1SCC(N)=O	-31.2%	15.3%	i	-1.9%	8.0%	6.1%	1.3%	-5.9%
2	O=C(Cc1ccc(Cl)c(Cl)c1)Nc1ccccc1N1CCOCC1	22.1%	14.3%	-34.4%	-14.2%	0.9%	0.8%	0.0%	13.1%
3	COc1cccc(C2c3[nH]c4ccccc4c3C[C@H]3C(=O)N(c4ccccc4C(=O)N4CCC[C@H]4C(=O)O)C(=O)N23)c1 (stereo partly drawn)	31.7%	18.4%	-6.7%	-4.5%	-2.6%	5.0%	-22.6%	8.0%
4	CCOC(=O)CSc1nnc(Cn2nnc(-c3ccccc3)n2)n1C	10.5%	0.0%	-6.9%[57.5 µM]	-3.8%	-1.1%	-6.6%	7.3%	-1.7%
5	Cc1ccc(N=C2NC(=O)C(CC(=O)NCc3ccccc3)S2)cc1C (stereo not drawn)	39.7%	-3.7%	i	-3.0%	-1.8%	9.7%	0.8%	-24.1%
6	Nc1nc2cc(Cl)ccc2n1N	-18.7%	12.8%	i	16.5%	-13.9%	5.2%	-6.8%	-1.7%
7	CC(=O)Nc1c([N+](=O)[O-])cc(C)c(Cl)c1[N+](=O)[O-]	7.5%	-6.7%	i	2.8%	2.3%	6.5%	-10.4%	-0.8%
8	O=C(Nc1ccnn1C1CCN(C/C=C/c2ccccc2)CC1)c1ccccc1Cl	·	12.5%	i	-1.5%	-3.9%	-7.2%	2.8%	4.1%
9	COc1ccccc1-n1c(N)c(C(N)=O)sc1=S	4.8%	3.6%	?	-0.6%	4.1%	3.8%	-0.6%	-5.7%
10	Cc1ccc(NC(=S)N2CCN(c3nccc(C(F)(F)F)n3)CC2)c(C)c1	-11.0%	3.1%	-0.7%	14.8%	4.0%	5.1%	0.0%	1.2%
11	CCCCN(C(=O)CNC(=O)c1cccs1)C(C(=O)NC1CCCC1)c1ccncc1 (stereo not drawn)	1.6%	-1.0%	i	-4.6%	-0.8%	-0.1%	5.3%	-1.6%
12	CCn1nc(NS(=O)(=O)c2ccc(NC(C)=O)cc2)c2cc3cccc(C)c3nc21	21.7%	10.8%	i	-10.4%	-0.8%	5.2%	-9.2%	-1.4%
13	Cn1c(=O)n(C)c2cc(CN3C(=O)OC(C)(C)C3(C)O)ccc21 (stereo not drawn)	17.8%	12.2%	-24.6%	3.3%	1.4%	3.4%	-10.4%	-0.8%
14	O=C(CCl)NCCCN(C(=O)C(Cl)Cl)c1ccc([N+](=O)[O-])cc1	-0.3%	11.9%	i	-21.9%	-6.0%	-2.2%	17.6%	-1.0%
15	CC1CN(Cc2nc3c(c(=O)n(C)c(=O)n3C)n2CCN2CCOCC2)CC(C)O1 (stereo not drawn)	14.3%	-15.3%	i	2.2%	7.6%	0.9%	9.4%	-7.8%
16	O=C1C=C(NCc2ccc(Cl)c(Cl)c2)CC1	-6.1%	6.4%	-1.9%[57.5 µM]	7.9%	-3.7%	5.6%	11.6%	3.0%
17	O=C(CSc1nc(-c2ccc(F)cc2)nc2c1Cc1ccccc1O2)Nc1ccc(C(=O)O)cc1	10.4%	2.4%	-4.0%	?	9.2%	8.4%	-11.5%	0.0%
18	COc1ccccc1N1CCN(C(=O)C(Sc2ccccc2)c2ccccc2)CC1 (stereo not drawn)	7.8%	?	-29.9%[57.5 µM]	2.8%	-1.4%	7.3%	-4.5%	9.4%
19	N#Cc1nc(COc2ccccc2F)oc1NCCCn1ccnc1	3.2%	7.1%	i	3.7%	5.1%	10.7%	-3.7%	-5.6%
20	O=C(CN1CCCCC1)Nc1ccccc1NC(=O)CN1CCCCC1	-34.0%	13.5%	i	-6.0%	4.9%	-4.9%	-5.3%	-7.6%
21	COc1ccccc1C(=O)COC(=O)c1ccccc1O	0.2%	4.1%	-13.3%	-1.5%	8.6%	6.6%	-0.8%	-0.3%
22	C/[N+]([O-])=C\c1coc2ccccc2c1=O	16.6%	-2.5%	?	12.5%	8.0%	2.4%	12.6%	-19.5%
23	O=C(NCCN1CCOCC1)c1ccc2c(c1)N(Cc1ccc(F)cc1)C(=O)CS2	-5.2%	-12.6%	24.4%	-8.9%	-12.5%	6.5%	8.7%	-1.6%
24	Cc1ccc(NC(=O)CN(C)S(=O)(=O)c2cccs2)cc1C	1.2%	9.5%	i	2.2%	11.3%	4.6%	-0.4%	-0.8%
25	COc1ccc(-c2ccc(/C=N/NC(=O)Cc3nnc(N)s3)o2)cc1Cl	29.7%	14.5%	-4.7%	-1.2%	3.9%	7.7%	-20.5%	6.0%

# Five entries out of the list above, arranged by the value under EPAC2 agonist, lowest first.
item	mol	PTHR1 ag	EPAC1 antag	EPAC2 agonist	EPAC2 antagonist
8	O=C(Nc1ccnn1C1CCN(C/C=C/c2ccccc2)CC1)c1ccccc1Cl	i	-1.5%	-7.2%	2.8%
11	CCCCN(C(=O)CNC(=O)c1cccs1)C(C(=O)NC1CCCC1)c1ccncc1 (stereo not drawn)	i	-4.6%	-0.1%	5.3%
23	O=C(NCCN1CCOCC1)c1ccc2c(c1)N(Cc1ccc(F)cc1)C(=O)CS2	24.4%	-8.9%	6.5%	8.7%
17	O=C(CSc1nc(-c2ccc(F)cc2)nc2c1Cc1ccccc1O2)Nc1ccc(C(=O)O)cc1	-4.0%	?	8.4%	-11.5%
19	N#Cc1nc(COc2ccccc2F)oc1NCCCn1ccnc1	i	3.7%	10.7%	-3.7%

# Single records (already shown). Values in the order: FUS yeast rescue	TDP-43 yeast inh	PTHR1 ag	EPAC1 antag	EPAC1 agonist	EPAC2 agonist	EPAC2 antagonist	aSyn yeast inh
# Listed for O=C(Nc1ccnn1C1CCN(C/C=C/c2ccccc2)CC1)c1ccccc1Cl → ·	12.5%	i	-1.5%	-3.9%	-7.2%	2.8%	4.1%
# Listed for CC(=O)Nc1c([N+](=O)[O-])cc(C)c(Cl)c1[N+](=O)[O-] → 7.5%	-6.7%	i	2.8%	2.3%	6.5%	-10.4%	-0.8%

# New compounds follow:
item	smiles	FUS yeast rescue	TDP-43 yeast inh	PTHR1 ag	EPAC1 antag	EPAC1 agonist	EPAC2 agonist	EPAC2 antagonist	aSyn yeast inh
26	Cc1nn(C)cc1CN(C)C(=O)c1sc2cccc(Cl)c2c1Cl	26.6%	?	-77.6%[inhibitor][57.5 µM]	1.8%	0.6%	6.6%	10.8%	0.8%
27	Cn1c(=O)c2c(nc(N3CCc4ccccc4C3)n2Cc2ccc(Br)cc2)n(C)c1=O	-23.7%	20.4%	i	12.5%	8.3%	-1.1%	1.0%	-0.2%
28	O=C(NCc1ccc(Cl)cc1)c1ccccc1Oc1ccccc1	24.0%	-18.2%	-15.2%[57.5 µM]	2.8%	6.4%	5.7%	-11.6%	16.2%
29	CC(C)COc1ccc(C(=O)Nc2ccc([N+](=O)[O-])cc2)cc1	7.5%	-13.5%	-39.4%[inhibitor]	4.8%	-4.7%	-2.3%	13.8%	-3.6%
30	COc1ccc(/C=N/NC(=O)c2ccc(COc3cccc4cccnc34)cc2)cc1O	?	0.0%	-38.5%[inhibitor]	?	4.7%	7.7%	-7.6%	-0.6%
31	O=C(NCCN1CCc2ccccc2C1)Nc1ccc([N+](=O)[O-])cc1	-7.0%	-0.2%	i	-15.9%	13.4%	13.6%	-21.9%	-7.6%
32	COc1ccc(-c2[nH]ncc2CN2CCC(N3CCSCC3)CC2)cc1F	11.1%	-6.1%	i	-11.4%	10.7%	3.7%	-13.7%	-0.6%
33	Cc1c(NC(=O)c2cccc(NC(=O)Cc3ccc(Cl)cc3)c2)c(=O)n(-c2ccccc2)n1C	16.1%	13.0%	i	3.1%	4.5%	7.8%	5.0%	-10.5%
34	CC(=O)/C=C/c1ccccc1O	-33.1%	3.9%	-5.2%	-0.1%	6.3%	6.8%	1.1%	-8.0%
35	CC(=O)Nc1cc(-c2ccc(C(=O)N3CCOCC3)cc2)cn2c(-c3ccc(S(C)(=O)=O)cc3)cnc12	?	5.7%	-1.1%	-12.0%	5.2%	0.2%	-7.9%	5.6%
36	C/C(=N\NC(=O)C12CCC(C)(C(=O)O1)C2(C)C)c1ccccc1O (stereo not drawn)	-8.4%	-10.4%	-75.8%[inhibitor]	-19.2%	1.0%	8.0%	3.1%	-1.3%
37	CCN(C[C@H]1N[C@@](CC)(C(=O)OC)[C@H]2C(=O)N(Cc3ccccc3)C(=O)[C@@H]12)S(=O)(=O)c1ccc(C(F)(F)F)cc1	31.8%	0.7%	-26.2%	-25.6%	-21.9%	-16.5%	-8.1%	5.5%
38	CC(=O)Nc1ccc(S(=O)(=O)Nc2nc3ccccc3s2)cc1	15.6%	3.7%	-12.9%	0.8%	4.4%	5.0%	-0.5%	1.4%
39	CN(CC(=O)Nc1ccccc1Cl)C(=O)C1CCN(C(=O)c2ccc(F)cc2)CC1	-16.0%	12.0%	i	-6.5%	6.9%	7.6%	-5.1%	-11.3%
40	COC(=O)c1sccc1NC(=O)c1cc(OC)cc(OC)c1	24.3%	4.8%	i	-18.8%	-11.6%	2.2%	8.0%	-3.9%
41	O=C(O)c1cc(Cl)c(Cl)cc1C(=O)NCc1ccco1	-23.0%	-3.4%	-10.2%	-13.2%	-4.7%	-0.3%	10.9%	0.0%
42	CCOC(=O)C(C)Sc1nc2c(c(=O)[nH]c(=O)n2C)n1Cc1ccc(Cl)cc1 (stereo not drawn)	6.4%	16.2%	-24.7%	1.9%	-4.1%	8.4%	-20.9%	0.0%
43	CC1=C(SCCC#N)S/C(=C2\SC(C)=C(SCCC#N)S2)S1	21.9%	-30.2%[inhibitor]	-16.6%[57.5 µM]	-8.9%	15.7%	17.1%	-2.9%	-37.7%[inhibitor]
44	CCc1ccc(OCCOCC(O)CNC(C)(C)C)cc1 (stereo not drawn)	·	5.5%	i	-4.8%	-28.9%	-2.5%	-6.3%	-1.1%
45	C[C@@H]1CN([C@@H](C)CO)C(=O)c2cc(N(C)C)ccc2O[C@@H]1CN(C)S(C)(=O)=O	-11.8%	12.3%	-20.7%	-12.9%	8.8%	-9.7%	0.0%	-5.6%
46	Cc1ccccc1-c1n[nH]c(=S)n1/N=C/c1c(C)nn(-c2ccccc2)c1C	10.3%	8.3%	i	-1.3%	5.3%	1.8%	-2.4%	0.1%
